NadD inh: NadD (S. aureus) enzyme inhibition; 360,000 tested, 0.78% active; AID 602399; inhibition, % at 20 µM; purified NadD enzyme, colorimetric absorbance read-out; in the data active means inhibition above about 26%; further: some compounds past the cut are filed as inactive
Scp1 inh: blocks human Scp-1 phosphatase activity. 340,000 tested, 0.88% active. inhibition, % at 20 µM. Recombinant Scp1, phosphopeptide, malachite green phosphate absorbance. AID 493091. Q9GZU7;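 active means inhibition above about 50% at 20 µM, limit read from the data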;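 further: plate controls were DMSO wells with enzyme for no effect and wells lacking enzyme for full effect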
Target sequence (Q9GZU7 76-261 limits assumed): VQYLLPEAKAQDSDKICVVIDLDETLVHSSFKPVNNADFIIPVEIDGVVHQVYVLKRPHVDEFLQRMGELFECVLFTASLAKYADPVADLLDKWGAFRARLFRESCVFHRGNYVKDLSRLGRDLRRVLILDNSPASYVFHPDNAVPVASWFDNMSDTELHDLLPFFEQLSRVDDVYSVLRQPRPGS
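System: SCP-1 catalytic domain; Reagent: Phospho 17-mer peptide substrate; Doses: one concentration, 20 µM, with 1.0% DMSO; Incubation: 45 min room-temperature reaction, 5 min colour, 30 min stabiliser; Signal: Phosphate-binding colour reagent, absorbance read at 630 nm.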
DNMT1 inh: blocks human DNA methyltransferase DNMT1. P26358. DNMT1 molecular beacon, Hinp1I cleavage, fluorescence. inhibition (reported as % activation of signal), % at 10 µM. 360,000 tested, 0.83% active; in the data active means inhibition above about 50%
NRP1-CendR mod: NRP-1/CendR interaction modulation | O14786 | FAM-RPARPAR peptide binding to NRP-1, fluorescence polarization | inhibition, % at 25 µM | 360,000 tested, 0.85% active;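 active means inhibition or corrected inhibition above about 18%, plus a signal ratio from 0.5 to 1.5, limit read from the data, passing the limit was not always enough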; further: strong numbers were not always called active
STEP block: STEP (human) phosphatase inhibition; recombinant STEP, OMFP fluorogenic substrate, fluorescence; inhibition, % at 20 µM; 360,000 tested, 0.25% active; AID 588621;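 active means inhibition at 20 µM, scaled per plate between control wells, above about 37%, limit read from the data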;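 further: 0% = DMSO with enzyme and substrate and 100% = substrate only without enzyme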
Target sequence (P54829 whole entry, looked up): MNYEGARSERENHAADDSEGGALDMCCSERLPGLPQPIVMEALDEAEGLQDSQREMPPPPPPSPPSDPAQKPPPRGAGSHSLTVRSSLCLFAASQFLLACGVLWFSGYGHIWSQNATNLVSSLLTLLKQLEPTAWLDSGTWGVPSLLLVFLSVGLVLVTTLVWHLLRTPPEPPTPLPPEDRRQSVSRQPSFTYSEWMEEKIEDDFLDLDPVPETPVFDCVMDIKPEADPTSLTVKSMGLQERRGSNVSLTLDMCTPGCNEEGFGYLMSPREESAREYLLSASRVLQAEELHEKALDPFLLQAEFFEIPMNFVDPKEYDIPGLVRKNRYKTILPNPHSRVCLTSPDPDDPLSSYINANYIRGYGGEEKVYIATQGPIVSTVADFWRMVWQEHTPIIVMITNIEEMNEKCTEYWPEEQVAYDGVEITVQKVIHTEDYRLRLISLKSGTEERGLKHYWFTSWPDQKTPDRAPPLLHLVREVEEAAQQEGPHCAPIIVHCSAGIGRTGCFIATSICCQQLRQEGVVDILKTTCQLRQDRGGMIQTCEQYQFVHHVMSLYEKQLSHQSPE
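System: STEP phosphatase, cell-free reaction; Buffer or medium: Bis-Tris pH 6.0 buffer with DTT, detergent; Incubation: 20 min at room temperature, dark; Measured by: fluorescence, 480/540 nm.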
MT1-MMP act inh: blocks activation of human MT1-MMP | HT1080 RFP-PRO-GFP cells, GFP/RFP ratio fluorescence, overnight; percent of plate control window, DMSO zero | GFP/RFP ratio change, % at 20 µM | 360,000 tested, 0.061% active | AID 651647;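 active means GFP/RFP ratio change of at least 30% with cell ATP level not reduced by more than half and red fluorescence within 50% of control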; further: strong numbers were not always called active
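Assay system: RFP-PRO-GFP reporter HT1080 cells; read-out basis: GFP/RFP fluorescence ratio; benchmarks: DMSO wells and RFP-L50D-GFP cells; doses: 20 µM single dose, 1% DMSO; schedule: overnight cell settling, then overnight compound exposure, 37 °C, 5% CO2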
SKN-1 block: inhibitors of C. elegans SKN-1; C. elegans VP596 Pgst-4::GFP/RFP ratio, acrylamide-induced, 24 h; inhibition, % at 21.8 µM; 360,000 tested, 0.49% active;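 active means interference check ratio from 0.5 to 1.5 plus GFP to RFP signal ratio inhibition reaching or exceeding a fixed threshold, cut at about 30% in these data, passing the limit was not always enough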; further: some compounds called inactive have numbers as strong as hits
LMPTP block: LMPTP (human) inhibition. P24666. recombinant LMPTP-A, OMFP fluorogenic substrate, fluorescence intensity. inhibition, % at 20 µM. 360,000 tested, 0.22% active. AID 651560;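 active means compounds that cut the enzyme signal by at least half of the control window in the single-dose screen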;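 further: plate controls were DMSO wells with enzyme plus substrate for no effect and substrate without enzyme for full effect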
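Test system – LMPTP-A phosphatase enzyme · Quantity – 0.625 nM LMPTP-A final · Reagent – OMFP substrate, 400 µM final · Dosing – one test concentration per compound, 20 µM, with 3% DMSO overall · Timing – 50 min enzyme reaction at room temperature, protected from light · Detection – fluorescence intensity · Controls – substrate-only low control, DMSO enzyme-plus-substrate high control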
SUMO1 PPI mod: SUMO1-SIM interaction modulation; P63165; SUMO1 binding to a labelled peptide, TR-FRET, 1 h; inhibition, % at 20 µM; 360,000 tested, 0.33% active; AID 602429; in the data active means inhibition above about 37%
Rpn11 block: inhibitors of human proteasome Rpn11. O00487. human 26S proteasome, Ub4-pepOG fluorescence polarization; 20S core pre-blocked with epoxomicin. calls only at 20 µM. 360,000 tested, 0.59% active. AID 588493;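 active means inhibition at 20 µM, scaled to each plate's controls, above about 33%, limit read from the data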
Target sequence (O00487 whole entry, looked up): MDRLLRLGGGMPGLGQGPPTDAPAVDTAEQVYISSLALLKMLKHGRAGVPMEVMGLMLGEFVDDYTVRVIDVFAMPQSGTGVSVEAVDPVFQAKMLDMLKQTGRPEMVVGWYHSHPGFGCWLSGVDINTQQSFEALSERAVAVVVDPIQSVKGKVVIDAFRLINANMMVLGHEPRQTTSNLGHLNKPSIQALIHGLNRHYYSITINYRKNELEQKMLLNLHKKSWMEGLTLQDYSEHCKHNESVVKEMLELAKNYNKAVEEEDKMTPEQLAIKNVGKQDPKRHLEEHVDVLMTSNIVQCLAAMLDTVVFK
Numbers without * were called inactive; i = inactive; . = no result given; & = joins results of further samples.

SMILES | NadD inh | Scp1 inh | DNMT1 inh | NRP1-CendR mod | STEP block | MT1-MMP act inh | SKN-1 block | LMPTP block | SUMO1 PPI mod | Rpn11 block
COc1ccc(CCN(Cc2ccccn2)C(=S)Nc2ccccc2Cl)cc1OC | -5 | -7 | 1 | -7 | 2 | -1 | 0 | -0.5 | 3 | i
COCCN1C(=O)C(O)=C(C(C)=O)C1c1ccc(F)cc1 (stereo not given) | -2 | 4 | 0 | 15 | 0 | 4 | 8 | -0.9 | 1 | i
Cc1cc(N(CC(=O)NC(C)C)S(C)(=O)=O)ccc1Br | 1 | 1 | 14 | 0 | -1 | 0 | 5 | -0.1 | 0 | i
O=C(CN(C(=O)CSc1nc2ccccc2o1)c1ccccc1F)NC1CCCCC1 | 2 | 3 | -3 | -6 | 2 | -4 | 5 | 0.3 | 0 | i
O=C(NCc1ccccc1Cl)C1CCN(S(=O)(=O)c2cccs2)CC1 | -6 | -3 | 2 | 7 | 0 | -3 | -18 | 0.1 | 0 | i
CCCC(C(=O)NC1CCCC1)N(CC1CCCO1)C(=O)c1snc(C(N)=O)c1N (stereo not given) | -1 | -1 | 4 | 8 | -2 | -7 | -5 | -1.1 | -7 | i
Cc1nn(C)c(N)c1C(O)(c1nccn1C)C(F)(F)F (stereo not given) | 0 | -2 | -1 | 8 | -3 | 3 | -2 | -0.4 | 4 | i
O=C(NNC(=S)NC(=O)c1cccnc1)c1ccc(Cl)cc1 | 9 | -7 | 3 | 2 | 2 | 7 | 13 | -1.1 | 0 | i
O=C(c1cc(COc2ccc3ncccc3c2)on1)N1CCCCCC1 | -8 | 1 | 3 | 1 | 0 | -2 | 8 | 2.2 | -9 | i
O=C(NCC(=O)N1CCN(Cc2ccccc2)CC1)c1ccccc1Cl | 7 | . | 3 | 9 | 4 | 3 | -5 | -1.3 | 8 | i
CCOc1ncccc1C(=O)OCC(=O)Nc1cc(C)ccc1C | -1 | -3 | 1 | 1 | -2 | -2 | 19 | 0.4 | -5 | i
O=C(Nc1sccc1C(=O)N1CCOCC1)c1cccnc1 | 1 | -9 | 3 | -9 | 1 | -1 | 5 | -0.5 | 4 | i
COc1ccc(CCC(=O)OCC(=O)c2c(N)n(CC(C)C)c(=O)n(C)c2=O)cc1 | -10 | -4 | -3 | -12 | -2 | 4 | 4 | -0.8 | 3 | i
O=C1CC2(CCN(C(=O)c3ccccc3[N+](=O)[O-])CC2)Oc2ccccc21 | 0 | 1 | 2 | -8 | 1 | -5 | 1 | -1.6 | -25 | i
CS(=O)(=O)N1CCN(C(=O)c2cc(-c3ccccc3)nc3ccccc23)CC1 | -6 | 2 | 3 | 0 | 1 | 2 | 8 | -2.2 | -1 | i
COc1cccc(NC(=O)c2ccccc2N2C(=O)C3C4C=CC(C4)C3C2=O)c1 (stereo not given) | -3 | -2 | 0 | -4 | -2 | 0 | -7 | -0.2 | -4 | i
CCCCCCCCN1C(=O)[C@H](CC(=O)N2CCN(C(=O)OCC)CC2)C[C@@]2(C(=O)OC)CCCCC=C12 | -6 | . | . | 10 | . | 4 | 5 | 0.3 | 4 | .
O=C(OCCCN1CCCCC1)c1ccc(O)cc1 | -1 | -5 | 4 | 0 | -1 | 2 | 1 | 3.5 | 17 | i
COc1ccc(CC(=O)Nc2c(C(=O)N3CCN(c4ncccn4)CC3)oc3ccccc23)cc1 | -3 | -3 | 2 | 14 | -3 | 0 | 17 | -1.1 | 3 | i
CCOC(=O)C1CCCN(c2c(NCCCN(C)Cc3ccccc3)c(=O)c2=O)C1 (stereo not given) | -12 | 0 | 2 | 0 | -3 | 2 | -6 | -3.9 | -2 | i
Cn1cc(S(=O)(=O)N2CCc3ccccc32)cc1C(=O)NC(C)(C)C | -4 | -11 | 2 | 12 | 0 | 6 | 9 | -0.1 | -6 | i
CCOC(=O)C1CCCN(c2c(NCCCN(CC)c3ccccc3)c(=O)c2=O)C1 (stereo not given) | 2 | -2 | 7 | 1 | 3 | 4 | 7 | 1.3 | 1 | i
CC(NC(=O)c1ccco1)C(=O)OCC(=O)N1CCCCCC1 (stereo not given) | 1 | 0 | -1 | -5 | 0 | -1 | 11 | -1.3 | -3 | i
CCCn1c(N)c(N(CCOC)C(=O)COC(=O)c2ccccc2NCCO)c(=O)[nH]c1=O | -2 | 2 | -1 | 3 | -1 | 0 | 6 | -0.1 | 7 | i
C[C@H](NC(=O)c1nc[nH]c1C(=O)N[C@@H](C)c1ccccc1)c1ccccc1 | 0 | -2 | -6 | 24 | -4 | -9 | 12 | 1.2 | 0 | i
SMILES | NadD inh | Scp1 inh | DNMT1 inh | NRP1-CendR mod | STEP block | MT1-MMP act inh | SKN-1 block | LMPTP block | SUMO1 PPI mod | Rpn11 block
O=c1[nH]c2nc(Cl)nc(Cl)c2[nH]1 | -2 | -8 | 9 | 7 | -2 | 3 | 16 | -1.9 | 9 | i
O=C(CNC(=O)c1ccc(Cl)cc1)Nc1ccccc1C(F)(F)F | -4 | -13 | -4 | 2 | -1 | 2 | 8 | 0.3 | 2 | i
CCCOc1ccc(Cl)cc1Nc1nc(NCCO)nc(N2CCCC2)n1 | -10 | -10 | -3 | -1 | -2 | 5 | -1 | 1.8 | 1 | i
CCCCC(NC(=O)Cc1c(C)c2cc3c4c(oc3c(C)c2oc1=O)CCCC4)C(=O)O (stereo not given) | 13 | -3 | 3 | 4 | 5 | -2 | 3 | 2.4 | 13 | i
Cc1cc(S(=O)(=O)N2CCOCC2)ccc1OCC(=O)Nc1ccc(F)cc1F | -8 | -7 | 17 | 7 | 2 | 5 | 16 | -1.1 | 0 | i
O=C(COc1ncnc2c(Cl)cc(Cl)cc12)N1CCCCC1 | -4 | -7 | 4 | -4 | -3 | 2 | 30* | -2.0 | 2 | i
COc1ccc(C/C(C)=N/NC(=O)c2cccnc2)cc1 | 1 | 0 | 1 | -9 | -2 | 1 | -6 | -0.6 | -3 | i
Cc1onc(-c2ccccc2)c1C(=O)N1CCCCCC1 | -1 | 2 | -1 | 4 | 1 | 1 | 2 | -1.2 | 18 | i
N#C/C(=C(/O)c1ccc2c(c1)OCO2)c1nc2cc(C(F)(F)F)ccc2s1 | -3 | -7 | -10 | -19 | 0 | -8 | 23 | -0.7 | 8 | i
COc1ccc(NC(=S)N(CCO)Cc2ccccc2)cc1 | -2 | . | 2 | 1 | 0 | 2 | -2 | -1.0 | 0 | i
Cc1coc2cc3oc(=O)c(CCC(=O)NCCN4CCOCC4)c(C)c3cc12 | 2 | 4 | 21 | 7 | 1 | 5 | 2 | -1.3 | 2 | i
CCCC(C)(C)C(=O)N1CCC1(C)C(=O)NS(=O)(=O)c1ccc(Cl)cc1 (stereo not given) | 0 | . | 4 | 1 | -8 | -4 | 9 | -2.1 | 6 | i
C/C(=N/NC(=O)c1ccc(Cl)s1)c1cccnc1 | -4 | -7 | 0 | 6 | -1 | -5 | 14 | -1.3 | 6 | i
O=C(COc1ccc(Cl)cc1)N1CCN(Cc2ccc3c(c2)OCO3)CC1 | -1&-1 | -6&-1 | -3&-1 | -20&-5 | -3&-3 | 1&-2 | -1&-10 | -0.1&-0.1 | -1&5 | i
O=C(NCCCN1CCOCC1)c1ccc(S(=O)(=O)N2CCOCC2)cc1 | 4 | -8 | 1 | 11 | 0 | -1 | -2 | -1.6 | -1 | i
CCOc1ncccc1C(=O)NCc1ccccc1F | -8 | -6 | 1 | -2 | 3 | -5 | -2 | -2.0 | -1 | i
Cc1ccc(NC(=O)COC(=O)CCc2c[nH]c3ccccc23)cc1[N+](=O)[O-] | -4 | -17 | 7 | -14 | 12 | 4 | 9 | 4.2 | -18 | i
CCc1ccc(OCC(=O)N/N=C(\C)c2ccc(-n3ccnc3)cc2)cc1 | 4 | -13 | -1 | 3 | 4 | 6 | -4 | 1.0 | -4 | i
COc1ccc(CNC(=O)c2ccc(Cn3cc(Cl)cn3)o2)cc1 | -5 | -7 | 0 | 0 | 1 | -1 | -8 | -0.4 | 1 | i
CCC(=O)Nc1ccc(C(=O)CSc2nnc(CNc3ccc(Cl)cc3)o2)cc1OC | -5 | -8 | -3 | -4 | -2 | -1 | 17 | 1.0 | -5 | i
Cc1ccc(Cl)cc1-c1cc(C(=O)N2CCN(c3ccncc3)CC2)[nH]n1 | -2 | . | 1 | 10 | -1 | 5 | 7 | -1.0 | -2 | i
CCN1CCN(c2ccc(S(=O)(=O)N3CCCCC3)cc2NC(=O)CC(NC(C)=O)c2ccccc2)CC1 (stereo not given) | 6 | 17 | -1 | 2 | 1 | -1 | -4 | -1.8 | 0 | i
CC1CCCN(c2nc3c(c(=O)n(C)c(=O)n3C)n2Cc2ccccc2)C1 (stereo not given) | 1 | 9 | -2 | 8 | -2 | -5 | 19 | -1.1 | 2 | i
Cc1ccccc1-c1cc2nc(OCC3CCCO3)n(C)c(=O)c2s1 (stereo not given) | -2 | . | -2 | -6 | 0 | 0 | 2 | 0.1 | -6 | i
C=CC(=O)NC(C)(C)Cc1ccccc1 | 0 | 6 | 11 | 0 | -3 | 1 | -6 | -1.2 | -1 | i
CCCn1c(C(C)NC(=O)c2ccccc2)n[nH]c1=S (stereo not given) | 0 | -9 | 3 | -3 | -4 | 6 | 3 | -1.3 | 3 | i
O=C(CCN1C(=O)/C(=C/c2ccc3c(c2)OCO3)SC1=S)Nc1ccc(C(=O)O)cc1 | 7 | 84* | 5 | -39 | 18 | 0 | -10 | 92* | 4 | i
O=C1NN=C(c2ccc(Cl)cc2)CC1c1c[nH]c2ccccc12 (stereo not given) | -7 | -3 | -3 | 5 | -1 | -2 | 12 | 1.5 | -4 | i
CCCCn1c(NC(=O)c2ccco2)c(S(=O)(=O)c2ccc(C)cc2)c2nc3ccccc3nc21 | 24 | -3 | 35 | -160 | -2 | -41 | 18 | 6.5 | 42* | .

Four entries out of the list above, arranged by the value under STEP block, lowest first.
SMILES | NadD inh | Scp1 inh | DNMT1 inh | NRP1-CendR mod | STEP block | MT1-MMP act inh | SKN-1 block | LMPTP block | SUMO1 PPI mod | Rpn11 block
CCCn1c(C(C)NC(=O)c2ccccc2)n[nH]c1=S (stereo not given) | 0 | -9 | 3 | -3 | -4 | 6 | 3 | -1.3 | 3 | i
CCCCn1c(NC(=O)c2ccco2)c(S(=O)(=O)c2ccc(C)cc2)c2nc3ccccc3nc21 | 24 | -3 | 35 | -160 | -2 | -41 | 18 | 6.5 | 42* | .
N#C/C(=C(/O)c1ccc2c(c1)OCO2)c1nc2cc(C(F)(F)F)ccc2s1 | -3 | -7 | -10 | -19 | 0 | -8 | 23 | -0.7 | 8 | i
Cc1cc(S(=O)(=O)N2CCOCC2)ccc1OCC(=O)Nc1ccc(F)cc1F | -8 | -7 | 17 | 7 | 2 | 5 | 16 | -1.1 | 0 | i

Screening results deposited in PubChem BioAssay by Sanford-Burnham Center for Chemical Genomics.
